# Screening data (PubChem)
# Measles CPE = protection of cells from measles virus | protection (pct of control), % at 4 µM | AID 841 | Measles virus-infected cells, CPE protection, absorbance | actives 1.5% (n = 140,000); in the data active = protection mostly above about 24%, no sharp cut-off; inactive = mostly below about 26%; also: some compounds called inactive have numbers as strong as hits
# NPY Y2 blocker = NPY-Y2 (human) receptor antagonism; P49146; NPY-Y2 expressing cells, antagonist mode; inhibition, % at 2.7 µM; actives 0.99% (n = 140,000); AID 793; in the data active = inhibition above about 17%;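 also: 0% = vehicle with agonist challenge and 100% = reference antagonist with challenge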
# Target sequence (P49146 whole entry, looked up): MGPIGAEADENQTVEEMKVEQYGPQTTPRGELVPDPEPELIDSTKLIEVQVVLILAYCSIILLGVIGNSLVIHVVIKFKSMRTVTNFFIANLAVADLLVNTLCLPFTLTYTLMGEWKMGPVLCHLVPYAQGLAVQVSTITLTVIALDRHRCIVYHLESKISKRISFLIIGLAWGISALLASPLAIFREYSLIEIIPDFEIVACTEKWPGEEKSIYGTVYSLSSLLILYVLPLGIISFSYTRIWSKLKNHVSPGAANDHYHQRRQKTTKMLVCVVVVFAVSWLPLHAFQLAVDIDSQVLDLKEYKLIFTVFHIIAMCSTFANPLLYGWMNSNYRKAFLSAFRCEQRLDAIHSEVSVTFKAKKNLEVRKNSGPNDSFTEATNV
# Yeast life ext = extends the lifespan of yeast. S. cerevisiae growth with nicotinamide, OD615; deaD strain in restrictive glucose medium. inhibition of the nicotinamide effect, % at 10 µM. actives 0.68% (n = 130,000). AID 775;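 active = inhibition above a set limit, placed 3 SD over the median of all compounds, cut at about 26% in these data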;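 also: 0% = nicotinamide-treated wells and 100% = cells grown without nicotinamide; some compounds called inactive have numbers as strong as hits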
#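 assay system = DeaD-strain S. cerevisiae | measured by = absorbance at 615 nm | probe or stimulus = nicotinamide 1.5 mM | buffer or medium = CSMM-D glucose medium, restrictive | times = 48 h at 30 °C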
# Phagocyt inh = macrophage phagocytosis inhibition; J774A.1 macrophage IgG-bead phagocytosis, imaging; inhibition, % at 5 µM; actives 0.07% (n = 110,000); AID 1029;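 active = inhibition above the mean of the plate negative controls plus 5 SD, cut at about 13% in these data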;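 also: phagocytic index as fraction of beads internalized from green versus red external bead signal; plate controls were DMSO negative control for no effect and cytochalasin-D positive control for full effect; some results beyond the cut were filed as inactive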
# BB579 growth dn = reduces growth of yeast BB579 in restrictive medium; S. cerevisiae BB579 growth, OD615, 48 h; inhibition, % at 10 µM; actives 0.51% (n = 140,000); AID 804;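 active = inhibition above a set limit, 3 SD over the mean compound inhibition, cut at about 44% in these data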; also: inactives centre near -24
#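 Test system: Saccharomyces cerevisiae DeaD strain BB579, replicative lifespan model yeast | Buffer or medium: Restrictive CSMM-D medium | Doses: One dose, 10 µM compound with 0.25% DMSO | Incubation: 48 h exposure, 30 °C | Detection: Culture absorbance at 615 nm | Control set: Amphotericin B at 10 µg/mL as positive control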
# PTEN del growth = suppresses growth of cells with PTEN deletion; HCT116 PTEN-null viability, CellTiter-Glo, 60 h; active compounds read low; viability, % at 10 µM; actives 1.2% (n = 140,000); AID 827;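 active = viability at or below a set limit, 4 SD under the median of all tested compounds, cut at about 3.7% in these data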;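 also: PTEN knockout HCT116 line with beta catenin targeted HCT116 as companion control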
# MRP-1 activ = MRP-1 activation; H69AR cells + doxorubicin, viability rescue, CellTiter-Glo; viability increase, % at 10 µM; actives 0.61% (n = 140,000);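 active = viability gain under doxorubicin at or above a set limit, the compound median plus 3 SD, cut at about 4.7% in these data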;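 also: MRP-1 overexpressing cells given doxorubicin 25 µM after compound pretreatment; 18-22 h compound pretreatment then 72 h with doxorubicin before readout; 0% = doxorubicin-only wells and 100% = vehicle-treated cells without doxorubicin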
# GALR2 antag = antagonists of human galanin receptor 2 (GALR2); GALR2-expressing cells, antagonist mode; actives 0.39% (n = 140,000); O43603; inhibition, % at 4 µM; in the data active = inhibition above about 27%;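 also: cells stimulated with galanin 1-16 at roughly its EC80; 0% = agonist challenge control and 100% = basal control without agonist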
# Target sequence (O43603 whole entry, looked up): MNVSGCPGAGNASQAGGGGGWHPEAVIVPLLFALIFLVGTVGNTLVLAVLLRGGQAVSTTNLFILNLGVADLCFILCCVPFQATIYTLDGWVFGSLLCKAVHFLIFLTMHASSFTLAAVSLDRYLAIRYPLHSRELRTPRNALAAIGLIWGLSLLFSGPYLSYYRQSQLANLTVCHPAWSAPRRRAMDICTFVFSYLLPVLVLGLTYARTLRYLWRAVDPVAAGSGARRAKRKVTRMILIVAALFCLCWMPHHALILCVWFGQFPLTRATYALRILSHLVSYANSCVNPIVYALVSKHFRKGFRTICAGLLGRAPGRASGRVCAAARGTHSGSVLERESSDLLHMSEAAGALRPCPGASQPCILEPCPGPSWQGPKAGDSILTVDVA
# E-sel TNF inh = TNF alpha driven E-selectin expression inhibition; HUVEC TNFa-induced E-selectin immunofluorescence, high content; inhibition, % at 2 µM; actives 0.71% (n = 120,000);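 active = inhibition above the batch mean plus 3 SD, and confirmed as a hit on visual image review, cut at about 43% in these data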;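 also: 0% = TNF-stimulated DMSO wells and 100% = unstimulated control wells; not every result past the cut was called active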
# bCat KO growth = beta-catenin-lacking colon tumor cell growth suppression. HCT116 beta-catenin knockout viability, CellTiter-Glo, 60 h; active compounds read low. viability, % at 10 µM. actives 1.5% (n = 140,000);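 active = viability at or under a set limit, the compound median less 4 SD, cut at about 6% in these data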;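 also: 0% = Hyamine 1622 control at 20 µM and 100% = untreated cell control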
# The depositor's hits bear a star; . = no result given. Not all compounds are listed; count on the stated rates, not on these rows.
SMILES,Measles CPE,NPY Y2 blocker,Yeast life ext,Phagocyt inh,BB579 growth dn,PTEN del growth,MRP-1 activ,GALR2 antag,E-sel TNF inh,bCat KO growth
N#CC(C#N)=Cc1ccc(-c2ccccc2)o1,11.1,3.5,-3.7,-10.2,-46.8,97.8,2.9,6.4,.,93.6
CC(C(=O)c1c[nH]c2ccccc12)N1CCc2ccccc2C1 (stereo not given),2.9,2.7,-1.6,0.3,-41.0,78.7,-1.7,6.0,2.5,77.1
Cc1[nH]c2c(C(F)(F)F)cccc2c1CCN,12.0,3.5,-8.1,4.2,-63.4,16.1,-5.5,10.4,.,18.4
CCC(=NCc1ccco1)c1c(O)[nH]c(=O)[nH]c1=O,9.3,4.1,-5.0,-0.2,-2.8,104.2,-0.3,-9.7,5.7,96.5
Cc1ccc(S(=O)(=O)N2CCC(C(=O)N3CCC4(CC3)OCCO4)CC2)cc1,27.7,-1.6,-6.0,-0.9,-28.3,96.3,0.0,0.8,-19.4,101.6
CCOC(=O)C1=C(C)OC(N)=C(C(=O)OC)C12C(=O)Nc1ccc(Br)cc12 (stereo not given),6.5,1.5,-2.5,2.1,-33.1,99.3,-3.7,1.7,.,99.5
CCc1ccc(C(=O)C23CN4CN(CN(C4)C2)C3)cc1,25.4,0.8,.,.,-35.0,95.1,-0.9,2.0,-8.2,90.6
CCN1CCN(Cc2ccc(C)cc2C)CC1,12.7,-0.4,-7.9,-0.7,-35.3,88.0,-1.5,0.2,3.7,88.3
COc1ccc(CN2CC3CC(C2)c2cccc(=O)n2C3)cc1OC (stereo not given),4.9,1.4,-4.2,0.8,-20.7,98.6,-1.4,2.8,.,94.6
Cn1c(O)c(C(=O)c2ccccc2)c(=O)n(C)c1=O,3.9,-0.3,12.6,-1.0,-7.4,101.8,1.4,2.4,10.6,98.0
Cc1cccc(C)c1NC(=O)CN(C)CC(=O)Nc1ccc(C#N)c(Cl)c1,5.7,2.3,-7.2,-2.4,-11.1,58.1,-5.7,8.1,4.7,64.6
C[C@H]1CCC[C@@H](O)CCC/C=C/c2cc(O)cc(O)c2C(=O)O1,117.1*,1.6,5.6,-0.4,-53.3,43.2,-2.3,11.3,-3.8,46.7
O=C1C2CCCN2C(c2cccnc2)N1c1nccs1 (stereo not given),9.8,0.7,-6.2,-3.4,-20.8,102.6,-2.9,12.1,.,97.5
CCOC(=O)C1C(=O)NC2(C)CC1c1cc(OC)ccc1O2 (stereo not given),23.7,-0.1,-6.3,-0.5,-50.6,98.2,-2.4,9.5,-4.9,103.3
Cc1ccnc(-n2c(C)cc(C=C3C(=O)N(C)C(=S)N(C)C3=O)c2C)c1,12.1,0.4,29.6*,-5.4,-28.5,73.8,-1.6,1.1,36.5,79.4
Cc1cc(C(=O)N2CCC3(CC2)OCCO3)cs1,7.0,1.7,-2.4,0.5,-2.8,91.3,-1.2,0.2,-13.4,93.2
CN1CCN(c2nc(N(C)C)oc(=O)c2C#N)CC1,6.3,1.2,-5.7,.,23.9,95.7,0.0,0.7,14.7,99.4
ON1C2CCCCC2N(O)C1c1ccccc1F (stereo not given),8.2,-1.6,-15.8,-1.6,-3.2,105.2,-2.1,7.6,-9.6,94.0
Cc1ccccc1-c1nc(CS(=O)CC(=O)N2CCC3(CC2)OCCO3)c(C)o1 (stereo not given),3.7,1.4,-28.4,.,-40.2,78.8,-2.8,-5.7,-6.7,71.7
COC1=CCC2([N+](=O)[O-])CN(C)CC1([N+](=O)[O-])C2 (stereo not given),10.3,1.1,-0.8,-10.1,-21.1,92.2,3.7,7.0,26.6,91.4
COc1ccc(N=C(C)c2c(O)n(C)c(=O)n(C)c2=O)c(OC)c1,5.5,1.0,-8.4,1.9,-27.0,94.8,-1.7,9.1,11.7,93.1
Cc1cccn2c(=O)c3c(nc12)N1CCC(Cc2ccccc2)CC1C1(C3)C(=O)N(C)C(=O)N(C)C1=O (stereo not given),3.8,2.5,7.0,-4.7,-24.3,70.4,0.9,-8.9,.,68.4
CC(=NCCN1CCCCC1)c1c(O)n(-c2ccc(Cl)cc2)c(=O)[nH]c1=O,8.4,2.3,-19.1,0.6,-5.0,109.8,-0.1,10.8,0.0,95.3
c1ccc(C2=NP(N3CCOCC3)(N3CCOCC3)=NC(N3CCOCC3)=N2)cc1,4.2,1.2,-8.4,-0.5,-11.3,93.4,-0.1,-1.4,-15.0,88.0
CCN(CC)CCN=C(C)c1c(O)n(-c2ccccc2OC)c(=O)[nH]c1=O,1.3,11.2,-4.4,-0.2,-28.1,114.0,-0.6,-0.8,.,109.5
CCN(CC)CCNCc1nc2ccccc2c(=O)n1-c1ccc(F)cc1,6.8,4.7,5.0,-4.7,-26.6,98.6,-1.9,11.0,.,93.4
CCc1nc(N2CCNCC2)c(C#N)c2c1CSC(C)(C)C2,3.3,3.2,-20.2,0.9,-42.2,77.3,-1.8,1.1,-16.3,80.3
C1=C(CCNCc2ccccc2)CCCC1,35.1*,5.3,6.0,-0.7,-6.7,97.6,-0.9,5.2,17.5,93.0
O=[N+]([O-])c1cc2c(cc1CNCCc1ccc3c(c1)OCO3)OCO2,15.4,2.6,-1.3,0.6,1.7,94.2,-2.8,-5.3,11.3,97.6
C=CCN1C(=O)/C(=C/c2cccs2)C(=O)NC1=S,4.8,2.4,-8.0,-0.4,75.3*,37.6,-0.1,-10.4,.,36.3
Cc1ccc(S(=O)(=O)Nc2cc(C(=O)N3CCC4(CC3)OCCO4)ccc2N2CCCCC2)cc1,5.0,0.7,-9.5,0.2,-17.5,82.6,-1.6,13.1,.,68.5
CCc1cccc(C)c1NC(=S)N1CC2CC(C1)c1cccc(=O)n1C2 (stereo not given),7.4,0.1,-5.1,.,-9.0,92.2,0.1,-3.6,.,87.7
COc1ccc(C[C@@H]2c3cc(O)c(OC)cc3CCN2C)cc1O,1.3,-0.8,2.2,.,-41.6,96.4,-1.9,1.8,.,101.9
COc1ccc(CCn2c(O)c(C=NCc3ccc4c(c3)OCO4)c(=O)[nH]c2=O)cc1OC,0.9,3.1,-3.1,0.2,-31.8,78.4,-0.6,-6.9,-6.4,75.8
Cc1nn(C2CCOC(C)(C)C2)c2c1C(c1ccc(OC(C)C)cc1)SCC(=O)N2 (stereo not given),4.3,0.8,-27.7,.,-22.4,65.8,-3.3,10.5,16.8,68.2
NC(=O)CN1CC(c2ccccc2)CC1=O (stereo not given),39.0*,0.9,-4.5,-1.8,17.1,101.5,-1.0,-11.6,0.2,100.2

# Single records, as listed above. Order of screens: Measles CPE, NPY Y2 blocker, Yeast life ext, Phagocyt inh, BB579 growth dn, PTEN del growth, MRP-1 activ, GALR2 antag, E-sel TNF inh, bCat KO growth
# Cc1nn(C2CCOC(C)(C)C2)c2c1C(c1ccc(OC(C)C)cc1)SCC(=O)N2 (stereo not given) as listed: 4.3, 0.8, -27.7, ., -22.4, 65.8, -3.3, 10.5, 16.8, 68.2
# O=[N+]([O-])c1cc2c(cc1CNCCc1ccc3c(c1)OCO3)OCO2 as listed: 15.4, 2.6, -1.3, 0.6, 1.7, 94.2, -2.8, -5.3, 11.3, 97.6
# C1=C(CCNCc2ccccc2)CCCC1 as listed: 35.1*, 5.3, 6.0, -0.7, -6.7, 97.6, -0.9, 5.2, 17.5, 93.0
# CCc1nc(N2CCNCC2)c(C#N)c2c1CSC(C)(C)C2 as listed: 3.3, 3.2, -20.2, 0.9, -42.2, 77.3, -1.8, 1.1, -16.3, 80.3

# Additional structures
SMILES,Measles CPE,NPY Y2 blocker,Yeast life ext,Phagocyt inh,BB579 growth dn,PTEN del growth,MRP-1 activ,GALR2 antag,E-sel TNF inh,bCat KO growth
Nc1c(C(=O)OCC2CCCO2)c2nc3ccccc3nc2n1Cc1cccs1 (stereo not given),21.3,15.4,-24.8,0.5,-7.3,62.7,-1.5,15.3,2.8,68.5
CC(=NCc1ccco1)c1c(O)n(-c2ccccc2)c(=O)[nH]c1=O,7.3,1.1,-7.2,0.2,-20.0,93.4,0.0,6.0,7.0,97.0
CCN1CCN(Cc2cc(Br)ccc2O)CC1,3.6,2.2,-0.5,-0.6,5.3,104.0,-1.3,-4.2,9.6,101.4
Fc1ccccc1CCNCc1cccc2ccccc12,18.0,6.5,2.0,-4.2,-29.7,73.7,-3.1,0.4,8.1,75.0
N=C1c2ccccc2CN1NC(=O)c1ccc(Br)cc1,7.5,2.3,10.4,-4.1,-12.3,88.6,0.6,3.0,.,90.9
CC(=O)C1C2c3ccccc3OC1(C)N=c1s/c(=C/c3cnn(C)c3)c(=O)n12 (stereo not given),15.3,7.8,4.7,1.6,-19.8,106.5,-0.9,2.6,.,96.7
O=C(c1ccc(CNS(=O)(=O)c2ccccc2)cc1)N1CCC2(CC1)OCCO2,8.1,-0.6,-17.3,.,-17.2,88.3,-3.5,3.2,-26.4,96.9
Cc1[nH]c2c(Cl)cccc2c1CCN,.,3.1,.,-1.4,.,.,.,5.2,-4.6,.
CCCCCCCSc1cc(OC)c(CCN(C)C)cc1OC,6.3,9.1,-26.1,.,42.4,1.3*,-5.8,-15.1,-13.2,1.2*
Clc1ccc(CSC(Cn2ccnc2)c2ccc(Cl)cc2Cl)cc1 (stereo not given),40.9,8.3,-8.6,.,97.9*,12.3,-3.3,-3.8,.,15.7
Cc1ccc(N2C(=O)NC(=O)/C(=C/c3cnn(-c4ccc(C)cc4)c3)C2=O)cc1,9.3,1.7,11.6,-5.2,-46.1,102.5,0.8,15.5,1.7,93.4
CCCc1nc2ccc(Br)cc2c(=O)n1-c1ccc([N+](=O)[O-])c(C(F)(F)F)c1,12.4,12.3,-0.3,-4.9,-15.3,45.0,-3.5,17.0,.,54.0
N=C1C(c2ccccc2)=C(O)CN1Cc1ccco1,6.7,-1.4,-4.5,-1.4,3.4,87.6,-0.3,12.7,25.5,84.9
Fc1ccc2c(c1)nnn2C1CCN(Cc2ccccc2)CC1,1.7,1.0,-4.6,0.6,-8.6,96.3,-0.6,6.8,-1.5,93.1
CC(=O)OC1(Cc2ccccc2)CN2CCC1c1ccccc12 (stereo not given),8.8,5.3,-4.2,-1.5,-26.3,91.5,-1.4,-2.7,23.3,88.4
COc1cccc(N2CCN(Cc3cccc(Cl)c3)CC2)c1,6.9,1.2,8.0,-0.3,-16.8,82.4,0.1,-16.7,.,77.8
Cc1ccc(-n2c(O)c(/C=C/C=Nc3ccccc3)c(=O)[nH]c2=O)cc1,6.7,-0.9,4.4,-1.2,-30.4,92.3,-1.0,-7.0,.,94.5
C=CCOC(=O)COc1cc(C)cc2oc(=O)c3c(c12)CCC3,5.6,4.1,-12.9,-0.2,-32.1,90.9,-0.5,-1.3,-18.3,98.7
O=Cc1c(C(=O)O)n(Cc2ccc(Cl)cc2)c2ccccc12,19.6,1.5,-5.1,-4.5,-9.8,85.8,-0.3,8.6,.,90.0
O=C(c1cccc(N2CCCC2=O)c1)N1CCC2(CC1)OCCO2,18.3,1.9,-10.8,0.0,-1.8,90.7,-1.4,-12.0,10.8,89.9
